Myeloid diff 2 = myeloid differentiation induction. 360,000 compounds, 1% hits. ER-HoxA9 myeloid progenitors, lysozyme-GFP differentiation, flow cytometry. calls only at 10 µM;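 active means normalized GFP-positive differentiation at or above the plate's own cutoff, the solvent-only control mean plus 3 SD; inconclusive means no clear call, values can overlap the other calls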;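 further: cells exposed to compound for four days before flow analysis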
Myeloid diff 2 GFP+ MAC1+ % = further read-out of Myeloid diff 2, marked with its call; GFP+ MAC1+ double positive, %; measured here: differentiation confirmed by MAC1 staining
The depositor's hits bear a star; i = inactive; ? = inconclusive; . = no result given. Some of the compounds tested; the hit share may differ from the screen's.

Below each compound – Myeloid diff 2 | Myeloid diff 2 GFP+ MAC1+ %
- O=[N+]([O-])c1ccc2c(c1)C(N1CCN(CCO)CC1)Cc1ccc(F)cc1S2 (stereo unspecified)
    i | 0.4
- CCOC(=O)C(C#N)C(=N)C1C(=O)OC2CCCCC21 (stereo unspecified)
    i | 0.4
- C[C@H](c1ccccc1)N1C[C@H](COCc2ccccc2)Oc2cc(N3CCC[C@H]3CO)ccc2S1(=O)=O
    i | 1.1
- O[C@H]1C[C@H](c2ccccc2)N(CC2CCCCC2)C[C@@H]1n1cc(C2CC2)nn1
    i | 0.3
- CC1=C(C(=O)N(C(C)C)C(C)C)CC(CC(=O)NC2CCCCC2)C(=O)N1CCC1=CCCCC1 (stereo unspecified)
    i | 0.5
- Cn1nccc1-c1coc2c(C(=O)NCc3ccccc3)cccc12
    i | 0.9
- CCC(CC)C(=O)N(C)c1c(C)nc2c(OCc3ccc(OC(F)F)cc3)cccn12
    i | 0.2
- COc1ccccc1CNC(=O)c1ccc2nc(C)c(N(C)Cc3ccc(NC(C)=O)cc3)n2c1
    i | 0.2
- CC1(C(=O)NS(=O)(=O)c2ccccc2Cl)CCN1C(=O)CC1CC1 (stereo unspecified)
    i | 1.1
- N#Cc1ccc(C(S(=O)(=O)Cc2ccccc2)S(=O)(=O)Cc2ccccc2)cc1
    i | 0.5
- CCCOc1ccc(F)cc1-c1cc(C(=O)NCc2cc(OC)cc(OC)c2)[nH]n1
    i | 0.4
- CN1CCN(c2ccc(-c3cc(NC=O)c4ncc(-c5ccccc5)n4c3)cc2)CC1
    i | 3.8
- COC(=O)c1ccc2nc(-c3ccc(Cl)cc3)c(Cc3cccc(F)c3)n2c1
    i | 0.9
- CC1(C)CC(=O)C=C(c2n[nH]nc2C2CCCCC2)C1
    i | 0.4
- COc1ccc(Nc2c(C3CC3)nc3nc(C)cc(C)n23)cc1
    i | 0.9
- COc1ccc(C(C)(O)c2nc(-c3ccccc3)cs2)cc1 (stereo unspecified)
    i | 1.6
- COC(=O)C1=CN(c2ccc(C(C)(C)C)cc2)C(N)=C(C#N)C1c1ccccc1F (stereo unspecified)
    i | 1.1
- CCc1nc2ccc(C(=O)N3CCN(S(=O)(=O)CC)CC3)cn2c1N(C=O)Cc1ccc(OC)cc1
    i | 1.3
- CCOCCC(=O)Nc1ccc2c(c1)c(=O)n(C)n2CC=C(C)C
    i | 3.1
- CCCCCNC(=O)C(c1ccc(OC)cc1)n1c(=O)c(-c2ccco2)nc2ccccc21 (stereo unspecified)
    i | 2.1
- COc1ccc(CN2C(=O)C(CC(=O)NCC3CCCCC3)CC(C(=O)N(C(C)C)C(C)C)=C2C)cc1 (stereo unspecified)
    i | 0.3
- CC(C)NC(=O)C1(C)CCN1C(=O)c1cccn1C (stereo unspecified)
    i | 0.2
- OC(c1cccc(Cl)c1)c1nc(-c2ccccc2)cs1 (stereo unspecified)
    i | 0.4
- Cc1cccc(CN(C)C[C@@H]2OCc3cnnn3CCCC(=O)N([C@@H](C)CO)C[C@H]2C)c1
    i | 2.7
- c1ccc2c(c1)ncn2-c1cncnc1
    i | 1.0
- CC(C)CNC(=O)C1(C)CCCN1C(=O)CSc1ccccc1 (stereo unspecified)
    i | 1.4
- CC1=C(C(=O)N(C)C)CC(CC(=O)NC2CCCCC2)C(=O)N1Cc1ccccc1 (stereo unspecified)
    i | 0.8
- O=C(O)c1c(-c2ccccc2)cnc2ccccc12
    i | 0.5
- CCCCN1C(=O)C(CC(=O)NC(c2ccccc2)c2ccccc2)CC(C(=O)N(CC)CC)=C1C (stereo unspecified)
    i | 0.5
- COc1ccc(-c2noc(-c3csc([C@@H]4O[C@H](CO)[C@H](O)[C@H](O)[C@H]4O)n3)n2)cc1OC
    i | 1.3
- COCCNC(=S)N(C)[C@H]1C[C@H]2c3cc(-c4ccccc4)ccc3CCN2C(=O)[C@H]1[C@H](C)O
    i | 0.8
- COCCCN1C(=O)C(CC(=O)NCc2ccco2)CC(C(=O)N(C(C)C)C(C)C)=C1C (stereo unspecified)
    i | 0.5
- O=C1NC(Cc2ccc(O)cc2)c2nc3ccc(Br)cc3c(=O)n2-c2cc3ccccc3cc21 (stereo unspecified)
    i | 1.1
- O=[N+]([O-])c1cccc(/C=C2\CCc3cnn(C4CCS(=O)(=O)C4)c32)c1 (stereo unspecified)
    i | 0.6
- CC(C)(C)c1ccc(OCCCC(=O)Nc2nnc(C3CC3)s2)cc1
    i | 1.0
- CCc1nc2c(OCc3ccc(Cl)cc3Cl)cccn2c1N(C=O)Cc1ccc(OC)cc1
    i | 1.2
- C/C(NCCc1ccc(O)cc1)=C1/CCOC1=O
    i | 0.5
- CN1CCN(c2cccc3c2S(=O)(=O)N[C@@H](Cc2ccccc2)CO3)CC1
    i | 0.5
- COc1ccc(C2=C(c3ccccc3)OC(OC)c3cc(F)ccc32)cn1 (stereo unspecified)
    i | 0.8
- CCN1C(=O)[C@H]2[C@@H](c3ccc(C(F)(F)F)cc3)N[C@]3(CCCN(Cc4cccn4C)C3=O)[C@H]2C1=O
    i | 0.3
- Cc1cc(C)nc(Nc2nc(C(N)Cc3ccccc3)cs2)n1 (stereo unspecified)
    ? | .
- COc1ccc(NC(=O)N(C)C[C@H]2OCCCC[C@@H](C)Oc3ccc(NC(=O)c4ccccc4)cc3C(=O)N([C@H](C)CO)C[C@@H]2C)cc1
    i | 0.5
- NC(c1csc(Nc2ccc(C(F)(F)F)cn2)n1)C1CCCCC1 (stereo unspecified)
    i | 0.7
- CC(C)Oc1ccc(F)cc1-c1cc(C(=O)N2CCc3ccccc3C2)[nH]n1
    i | 0.4
- Cc1cc(C(=O)N2CCC2(C)C(=O)Nc2ccc3[nH]ncc3c2)nn1C (stereo unspecified)
    i | 0.8

Entries from the list above that contain a Cl atom:
Below each compound – Myeloid diff 2 | Myeloid diff 2 GFP+ MAC1+ %
- CC1(C(=O)NS(=O)(=O)c2ccccc2Cl)CCN1C(=O)CC1CC1 (stereo unspecified)
    i | 1.1
- COC(=O)c1ccc2nc(-c3ccc(Cl)cc3)c(Cc3cccc(F)c3)n2c1
    i | 0.9
- OC(c1cccc(Cl)c1)c1nc(-c2ccccc2)cs1 (stereo unspecified)
    i | 0.4
- CCc1nc2c(OCc3ccc(Cl)cc3Cl)cccn2c1N(C=O)Cc1ccc(OC)cc1
    i | 1.2

More compounds.
Below each compound – Myeloid diff 2 | Myeloid diff 2 GFP+ MAC1+ %
- CC1(C(=O)NS(=O)(=O)c2cccc(OC(F)F)c2)CCN1C(=O)CC(c1ccccc1)c1ccccc1 (stereo unspecified)
    i | 0.3
- CC(=O)C[C@@H]1OC[C@H](Cc2ccccc2)N1S(=O)(=O)c1ccc(C)cc1
    i | 2.1
- COc1ccc2c(c1)C(CC(C)=O)N(c1ccc(-c3cnc(OC)nc3)cc1)C(c1ccsc1)=C2 (stereo unspecified)
    i | 1.6
- CC1(C)CC(NC(=O)c2ccc(F)cc2)CC(C)(C)N1
    i | 0.4
- O=C(CN1CCN(S(=O)(=O)c2ccc(Br)s2)CC1)N1CCc2ccccc21
    i | 1.0
- CC1=C(C(=O)N(C)C)CC(CC(=O)NCc2cccs2)C(=O)N1Cc1ccc(C(C)(C)C)cc1 (stereo unspecified)
    i | 0.7
- CC(=O)Nc1ccc(C(=O)N2CCCC(c3cc(C(=O)NCc4ccccc4)no3)C2)cc1 (stereo unspecified)
    i | 0.6
- Cc1cccc(C)c1NC(=O)C(c1ccccc1)n1c(-c2ccccc2)nc2ccccc21 (stereo unspecified)
    i | 3.6
- C=CCOC(=O)Nc1nc(CCNC(=O)OCc2ccccc2)c(C(=O)OC)s1
    i | 1.8
- COc1ccc(-c2cc3c(o2)CCCC3OCCN2CCOCC2)cc1 (stereo unspecified)
    i | 0.5
- O=C(OCc1ccccc1)N1CCC2CC1c1ccc(N3CCN(Cc4ccc5c(c4)OCO5)CC3)cc12 (stereo unspecified)
    i | 0.8
- CC(C)NC(=O)C1(C)CSCC(=O)N1CCOc1ccccc1 (stereo unspecified)
    i | 3.2
- C[C@@H]1CN([C@H](C)CO)C(=O)c2c(c3ccccc3n2C)-c2ccccc2CO[C@H]1CN(C)S(=O)(=O)c1cn(C)cn1
    i | 0.6
- COc1ccc(-c2cnc3c(NC(C)=O)cc(-c4cccc(NS(C)(=O)=O)c4)cn23)cc1OC
    i | 1.9
- Cc1ccc(NC(=O)C2(C)CCN2C(=O)CCC2CCCC2)cc1C (stereo unspecified)
    i | 0.5
- O=C(NCc1ccccc1CN1CCCC1)c1ccc(S(=O)(=O)Nc2ccccc2)cc1
    i | 0.4
- Cc1ccc(CN2CC(N3CCN(Cc4cccc(C)c4)CC3)CS2(=O)=O)cc1 (stereo unspecified)
    i | 1.6
- Cc1cccc(C(=O)OCC(=O)NC(=O)NC2CCCCC2)c1
    i | 1.3
- Cc1ccc(-c2nc3c4ccccc4ccn3c2CC2CCCCC2)cc1
    i | 0.5
- Cn1ccc2c(-c3cccnc3)cc3c(c21)C1CCC3C1 (stereo unspecified)
    i | 0.6
- COc1ccccc1CNc1nc(NCc2cccc(OC)c2OC)c2sccc2n1
    i | 0.3
- Cc1cccc(NC(=O)CCc2ccc(N3C(N)=NC(N)=NC3(C)C)cc2)c1
    ? | .
- CCNC(=O)C1(C)CCN(C(=O)c2ccc(OC(F)F)cc2)C1 (stereo unspecified)
    i | 1.5
- Cc1cccc(CN2CCN(C3CN(Cc4cn(Cc5ccc(Cl)cc5)nn4)S(=O)(=O)C3)CC2)c1 (stereo unspecified)
    i | 0.5
- CN(Cc1ccc(Cl)cc1)C(C(=O)NC1CCCCC1)c1cc2ccccc2o1 (stereo unspecified)
    i | 1.3
- COCCN1C(=O)CCC1(C)C(=O)Nc1ccc2ccccc2c1 (stereo unspecified)
    i | 0.6
- Cn1c(=O)c2cc(NC(=O)Cc3ccccc3F)ccc2n1Cc1ccc(Cl)cc1
    i | 1.0
- O=C(CN1CCN(C(=O)c2cc(C3CC3)nn2-c2ccccc2)CC1)Nc1ccc(F)cc1
    i | 0.9
- CC(=O)Nc1ccc(NC(=O)C2CCN(S(C)(=O)=O)CC2)cc1
    i | 1.0
- Cc1ccc(S(=O)(=O)N2C[C@H]3[C@H]4C(=O)N(c5ccccc5)C(=O)[C@H]4C[C@H](OC(=O)Nc4c(C)noc4C)[C@@]3(O)C2)cc1
    i | 1.4
- Cc1ccccc1Nc1nc(Cl)nc(NC(C)(C)C)n1
    i | 0.8
- Cc1ccc([C@H]2N[C@]3(CCCN(Cc4cccn4C)C3=O)[C@H]3C(=O)N(C)C(=O)[C@@H]23)cc1
    i | 0.7
- COc1ccc(CCNC(=O)c2cc([C@@H](NC(=O)OC(C)(C)C)C(C)C)sc2N)cc1OC
    i | 4.7
- COc1ccc(NC(=O)c2cc(-c3ccc(F)cc3OC(C)C)n[nH]2)c(OC)c1
    i | 0.8
- Cc1cccc(-c2noc(-c3csc([C@@H]4C[C@H](O)[C@@H](CO)O4)n3)n2)c1
    i | 1.6
- CCOc1ccccc1NC(=O)C1CCCN(S(=O)(=O)c2ccc3c(c2)CCCN3C(C)=O)C1 (stereo unspecified)
    i | 0.6
- COc1cccc(COC(=O)C2CC(=O)N(Cc3ccccc3)C2)c1OC (stereo unspecified)
    i | 1.4
- CC(O)(c1ccc(F)c(F)c1)c1nc(-c2ccccc2)cs1 (stereo unspecified)
    i | 1.2
- Cc1ccccc1-c1cc2nc(NCCN3CCCC3)n(C)c(=O)c2s1
    i | 0.8
- CCCCC(=O)N(C)c1c(C)nc2ccc(C(=O)N3CCN(S(=O)(=O)CC)CC3)cn12
    i | 0.7
- CCc1cc(=O)oc2cc(OC(C)C(=O)N3CC[C@@]4(O)CCCC[C@H]4C3)ccc12 (stereo partly specified)
    i | 1.5
- O=C(Nc1cccc(Br)c1)Oc1cccc2cccnc12
    i | 1.2
- Cc1ccc(CC2(C)C(=O)Nc3ccc(OC(F)(F)F)cc32)cc1 (stereo unspecified)
    i | 1.9
- Cc1ccc(S(=O)(=O)N(C)c2ccc(C(=O)NC3CCCCC3)cc2)cc1
    i | 1.3
- c1ccc(SC23CC4CC(CC(C4)C2)C3)nc1
    i | 0.8

Reprinted at random: 2 compounds from above
Below each compound – Myeloid diff 2 | Myeloid diff 2 GFP+ MAC1+ %
- CC(O)(c1ccc(F)c(F)c1)c1nc(-c2ccccc2)cs1 (stereo unspecified)
    i | 1.2
- COc1cccc(COC(=O)C2CC(=O)N(Cc3ccccc3)C2)c1OC (stereo unspecified)
    i | 1.4

Next structures
Below each compound – Myeloid diff 2 | Myeloid diff 2 GFP+ MAC1+ %
- COc1cccc2cc(-c3ccccc3)oc12
    i | 0.6
- CCOC(=O)C1(C)CCCN1C(=O)c1cccs1 (stereo unspecified)
    i | 0.8
- CCCC(=O)Nc1ccc(S(=O)(=O)N2CCc3ccccc32)cc1
    i | 0.3
- COc1ccc(-c2cc3c(c4c2ccn4C)C2CCC3C2)cc1 (stereo unspecified)
    i | 1.5
- CCC(C(=O)NC1CCCC1)n1c(-c2cc3ccccc3[nH]2)nc2ccccc21 (stereo unspecified)
    i | 4.9
- COc1cccc(C(O)c2nc(-c3cccc(NC(C)=O)c3)cs2)c1 (stereo unspecified)
    i | 1.6
- Cc1ccc(-c2cnc(C(O)c3cc(Cl)cc(Cl)c3)[nH]2)cc1 (stereo unspecified)
    i | 0.5
- Cc1ccc(-c2cc(C(=O)N/N=C/c3cccnc3)c3ccccc3n2)cc1C
    i | 0.8
- NCc1csc(Nc2ccc(C(=O)c3ccccc3)cc2)n1
    i | 1.0
- CCCCCCn1cc(CN2CC(N3CCN(CCO)CC3)CS2(=O)=O)nn1 (stereo unspecified)
    i | 0.9

An excerpt of these results, with each value named:
> COc1ccc(CCNC(=O)c2cc([C@@H](NC(=O)OC(C)(C)C)C(C)C)sc2N)cc1OC
  Myeloid diff 2: i | Myeloid diff 2 GFP+ MAC1+ %: 4.7

> COc1ccc(NC(=O)c2cc(-c3ccc(F)cc3OC(C)C)n[nH]2)c(OC)c1
  Myeloid diff 2: i | Myeloid diff 2 GFP+ MAC1+ %: 0.8

Screens: PubChem, NMMLSC
